Screening data (PubChem)
SIAH1 antagonists = blockers of Siah-1 interaction with plectin peptide – biochemical, fluorescence polarization, rhodamine-plectin, uHTS, primary screen (AID 1817) | hit rate 0.02% among 290,000 | displacement, % at 20 µM; hits with a dose series show IC50 in µM | Siah-1 / rhodamine-plectin peptide fluorescence polarization; higher % means a stronger effect;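 active = displacement of at least 50% at 20 µM, with a fluorescence ratio check between 0.3 and a set limit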;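 note: plate controls were Siah plus tracer with DMSO for no effect and tracer alone without Siah for full effect; strong numbers were not always called active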
LYP inhibition = inhibitors of LYP phosphatase, biochemical, fluorescence intensity, uHTS (AID 1779); recombinant LYP phosphatase, fluorescence intensity; higher % means a stronger effect; inhibition, % at 11.5 µM; hits with a dose series show IC50 in µM; hit rate 0.054% among 290,000; in the data active = inhibition above about 50%;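 note: plate controls were vehicle with enzyme for no effect and no enzyme for full effect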
XIAP displacement = small molecules displacing peptide from XIAP – biochemical, IAP family, fluorescence polarization (AID 1018); displacement, % at 20 µM, or IC50 in µM where a hit was titrated; hit rate 0.007% among 200,000; XIAP BIR domain, fluorescence polarization peptide displacement; higher % means a stronger effect; in the data active = displacement above about 50%; note: a part of the inactive calls stands beside numbers as strong as those of hits
SV40 large T antigen = SV40 large T antigen inhibitors, biochemical (AID 1903). hit rate 0.39% among 310,000. inhibition, % at 20 µM; hits with a dose series show IC50 in µM. SV40 large T antigen ATPase/helicase inhibition assay; higher % means a stronger effect; in the data active = a potency from the dose series; note: strong numbers were not always called active
Rac1 GTP hydrolysis = MgcRacGAP GTPase-activating activity inhibitors, confirmation, biochemical, ADP Hunter fluorescence; hit rate 0.6% among 340,000; inhibition, % at 30 µM, or IC50 in µM where a hit was titrated; MgcRacGAP-stimulated Rac1 GTP hydrolysis, ADP Hunter fluorescence; higher % means a stronger effect; GST-tagged Rac1 F28L mutant substrate; AID 624330;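 active = first-screen hits whose inhibition reached a set limit at any dose in the follow-up dose series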;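 note: fluorescence reports GDP produced by GAP-driven GTP hydrolysis; strong numbers were not always called active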
AID2073 = inhibitors of Mint1-CaV2.2 protein interaction, biochemical, HTRF (AID 2073). HTRF protein-protein interaction, Mint1-CaV2.2; higher % means a stronger effect. hit rate 0.19% among 290,000. inhibition, % at 20 µM; hits with a dose series show IC50 in µM; in the data active = inhibition mostly above about 51%, no sharp cut-off; note: some results filed as inactive read as strong as hits
RSV CPE inhibition = inhibition of RSV-induced cytopathic effect – HEp-2 cells, primary 10 µM value included (AID 2391). hit rate 0.13% among 310,000. HEp-2 cells, RSV-induced CPE inhibition; higher % means a stronger effect. one-dose CPE inhibition, % at 10 µM; IC50 in µM for titrated hits; in the data active = a potency from the dose series; note: strong numbers were not always called active
HIV fusion peptide = cell-free HIV fusion peptide-binding blockers – biochemical, uHTS, fluorescence dequenching, primary screen (AID 1986) | cell-free peptide binding, fluorescence dequenching, 30 min; higher % means a stronger effect | inhibition, % at 20 µM, or IC50 in µM where a hit was titrated | hit rate 0.3% among 290,000; in the data active = inhibition mostly above about 52%, no sharp cut-off; inactive = mostly below about 76%; note: some results filed as inactive read as strong as hits
Dengue-2 NS5 capping = flavivirus cap methylation enzyme inhibition – biochemical, confirmation dose response, primary screen (AID 588689); Dengue-2 NS5 methyltransferase capping enzyme assay, biochemical; higher % means a stronger effect; inhibition, % at 25 µM, or IC50 in µM where a hit was titrated; hit rate 0.3% among 340,000; in the data active = a potency from the dose series
The depositor's hits bear a star.

For CCOCCn1c(CN2CCC(Cc3ccccc3)CC2)nc2c1c(=O)n(C)c(=O)n2C the results were SIAH1 antagonists 4%, LYP inhibition -2%, XIAP displacement -12%, Rac1 GTP hydrolysis 1%, AID2073 -5%, RSV CPE inhibition 3.7%, HIV fusion peptide -2.6% and Dengue-2 NS5 capping -1%.
CCCN(CC(=O)Nc1ccccc1C)C(=O)c1ccc(N2CCOCC2)c([N+](=O)[O-])c1 was read as SV40 large T antigen 1%, Rac1 GTP hydrolysis 2%, RSV CPE inhibition -2.0% and Dengue-2 NS5 capping -9%.
For O=C(N/N=C/c1cccnc1)c1cc(-c2ccc(Br)cc2)nc2ccccc12 the results were SIAH1 antagonists -1%, LYP inhibition -4%, SV40 large T antigen 3%, Rac1 GTP hydrolysis 11%, AID2073 8%, RSV CPE inhibition 0.0%, HIV fusion peptide -0.7% and Dengue-2 NS5 capping -2%.
COc1ccc(N2C(=O)CC(NNC(=O)c3ccc(Br)s3)C2=O)cc1 (stereo not drawn) was read as SIAH1 antagonists -2%, LYP inhibition -9%, XIAP displacement -1.6%, SV40 large T antigen 9%, Rac1 GTP hydrolysis -14%, AID2073 1%, RSV CPE inhibition 1.4%, HIV fusion peptide -0.9% and Dengue-2 NS5 capping 3%.
N#CC1=C(N)Oc2c(oc(CO)cc2=O)C12C(=O)Nc1ccc(Cl)cc12 (stereo not drawn) was read as SIAH1 antagonists 2%, LYP inhibition -10%, XIAP displacement 2.6%, SV40 large T antigen 3%, Rac1 GTP hydrolysis 5%, AID2073 4%, RSV CPE inhibition 1.6%, HIV fusion peptide -1.4% and Dengue-2 NS5 capping -2%.
Cc1ccc(C)c(N2CCN(C(=O)c3ccc(Cl)c(NC4=NC5CS(=O)(=O)CC5S4)c3)CC2)c1 (stereo not drawn) was read as SIAH1 antagonists 7%, LYP inhibition -7%, SV40 large T antigen 2%, Rac1 GTP hydrolysis 9%, AID2073 -9%, RSV CPE inhibition 7.9%, HIV fusion peptide -1.6% and Dengue-2 NS5 capping 1%.
`CCOc1ccccc1NC(=O)C1CCN(c2nc(-c3ccc(OC)cc3)no2)CC1` gave SIAH1 antagonists 0%, LYP inhibition 11%, SV40 large T antigen 4%, Rac1 GTP hydrolysis 11%, AID2073 6%, RSV CPE inhibition 1.7%, HIV fusion peptide 3.6% and Dengue-2 NS5 capping -2%.
`Fc1cccc(CN2CCN(c3ncccn3)CC2)c1` gave SIAH1 antagonists 0%, LYP inhibition -8%, XIAP displacement 0.6%, SV40 large T antigen -3%, Rac1 GTP hydrolysis 13%, AID2073 -11%, RSV CPE inhibition 2.9%, HIV fusion peptide -0.6% and Dengue-2 NS5 capping -5%.
For Cc1ccc(-n2c(-c3ccccc3)nnc2-c2cccs2)cc1 the results were SIAH1 antagonists 14%, LYP inhibition -3%, XIAP displacement -6.2%, SV40 large T antigen 8%, Rac1 GTP hydrolysis 1%, AID2073 16%, RSV CPE inhibition 1.3%, HIV fusion peptide 3.3% and Dengue-2 NS5 capping -4%.
For CCN(CC)CCN1C(=O)C(=O)/C(=C(/O)c2cccc(OC)c2)C1c1ccccn1 (stereo not drawn) the results were SIAH1 antagonists 2%, LYP inhibition 0%, XIAP displacement -3.6%, SV40 large T antigen 22%, Rac1 GTP hydrolysis 5%, AID2073 -8%, RSV CPE inhibition -0.5%, HIV fusion peptide 1.1% and Dengue-2 NS5 capping -1%.
COc1ccc(CCNC(=O)C23CCC(C)(C(=O)O2)C3(C)C)cc1OC (stereo not drawn) was read as SIAH1 antagonists 13%, LYP inhibition -11%, XIAP displacement -7.1%, SV40 large T antigen 10%, Rac1 GTP hydrolysis 3%, AID2073 0%, RSV CPE inhibition 2.4%, HIV fusion peptide -0.4% and Dengue-2 NS5 capping -1%.
Screening CC(=O)Nc1nc(-c2ccc3c(c2)CCO3)cs1 returned SIAH1 antagonists 1%, LYP inhibition -4%, XIAP displacement -17%, SV40 large T antigen 8%, Rac1 GTP hydrolysis 8%, AID2073 -6%, RSV CPE inhibition 12% and HIV fusion peptide -0.7%.
CN1CCN(c2ccccc2NC(=O)c2ccc(N3CCOCC3)c([N+](=O)[O-])c2)CC1 was read as SIAH1 antagonists -1%, LYP inhibition -7%, SV40 large T antigen -3%, Rac1 GTP hydrolysis 9%, AID2073 10%, RSV CPE inhibition 0.0%, HIV fusion peptide -1.6% and Dengue-2 NS5 capping -8%.
Screening Cc1ccccc1OCCOC(=O)c1c(-c2ccccc2)noc1C returned SIAH1 antagonists 0%, LYP inhibition 2%, SV40 large T antigen 6%, Rac1 GTP hydrolysis 12%, AID2073 -3%, RSV CPE inhibition -0.7%, HIV fusion peptide -0.3% and Dengue-2 NS5 capping -1%.
Screening CCOc1ccccc1-n1c(SCC(=O)Nc2ccccc2C(=O)O)nc2ccccc2c1=O returned SIAH1 antagonists -1%, LYP inhibition -2%, SV40 large T antigen 10%, Rac1 GTP hydrolysis 4%, AID2073 -4%, RSV CPE inhibition 2.7%, HIV fusion peptide 2.7% and Dengue-2 NS5 capping -4%.
For Cc1nn(C2CCS(=O)(=O)C2)c(Cl)c1/C=C/C(=O)OCC(=O)c1cc(C)n(-c2ccc(F)cc2)c1C (stereo not drawn) the results were SIAH1 antagonists 3%, LYP inhibition 10%, XIAP displacement -21%, SV40 large T antigen -7%, Rac1 GTP hydrolysis 24%, AID2073 16%, RSV CPE inhibition 3.7%, HIV fusion peptide -1.9% and Dengue-2 NS5 capping -5%.
For CN(C)S(=O)(=O)c1ccc(S(=O)(=O)N2CCCC(C(=O)NC3CCCC3)C2)cc1 (stereo not drawn) the results were SIAH1 antagonists 6%, LYP inhibition -13%, SV40 large T antigen 4%, Rac1 GTP hydrolysis 0%, AID2073 -1%, RSV CPE inhibition 8.0%, HIV fusion peptide 2.2% and Dengue-2 NS5 capping -2%.
Screening O=C(CCc1ccc(S(=O)(=O)NC2CCCCC2)cc1)Nc1ccccc1 returned SIAH1 antagonists 0%, LYP inhibition -6%, XIAP displacement -5.9%, SV40 large T antigen 4%, Rac1 GTP hydrolysis 10%, AID2073 -6%, RSV CPE inhibition 0.9%, HIV fusion peptide -0.9% and Dengue-2 NS5 capping 1%.
`CCOC(=O)C1(CCOc2ccccc2)CCN(Cc2cc(OC)c(O)c(OC)c2)CC1` gave SIAH1 antagonists 4%, LYP inhibition -11%, SV40 large T antigen 27%, Rac1 GTP hydrolysis -1%, AID2073 -4%, RSV CPE inhibition 0.6%, HIV fusion peptide 0.4% and Dengue-2 NS5 capping 11%.
Screening CCC(C)Sc1nc2c(c(=O)[nH]c(=O)n2C)n1CCc1ccccc1 (stereo not drawn) returned SIAH1 antagonists 25%, LYP inhibition -2%, XIAP displacement -9.4%, SV40 large T antigen 14%, Rac1 GTP hydrolysis 8%, AID2073 2%, RSV CPE inhibition 4.1%, HIV fusion peptide 0.6% and Dengue-2 NS5 capping -1%.

Three structures out of the list, arranged by count of non-hydrogen atoms, high to low:
For CN(C)S(=O)(=O)c1ccc(S(=O)(=O)N2CCCC(C(=O)NC3CCCC3)C2)cc1 (stereo not drawn) the results were SIAH1 antagonists 6%, LYP inhibition -13%, SV40 large T antigen 4%, Rac1 GTP hydrolysis 0%, AID2073 -1%, RSV CPE inhibition 8.0%, HIV fusion peptide 2.2% and Dengue-2 NS5 capping -2%.
COc1ccc(CCNC(=O)C23CCC(C)(C(=O)O2)C3(C)C)cc1OC (stereo not drawn) was read as SIAH1 antagonists 13%, LYP inhibition -11%, XIAP displacement -7.1%, SV40 large T antigen 10%, Rac1 GTP hydrolysis 3%, AID2073 0%, RSV CPE inhibition 2.4%, HIV fusion peptide -0.4% and Dengue-2 NS5 capping -1%.
For Cc1ccc(-n2c(-c3ccccc3)nnc2-c2cccs2)cc1 the results were SIAH1 antagonists 14%, LYP inhibition -3%, XIAP displacement -6.2%, SV40 large T antigen 8%, Rac1 GTP hydrolysis 1%, AID2073 16%, RSV CPE inhibition 1.3%, HIV fusion peptide 3.3% and Dengue-2 NS5 capping -4%.

Carrying on.
For Cc1ccc(NC(=O)C(=O)Nc2ccccn2)cc1 the results were SIAH1 antagonists -1%, LYP inhibition -8%, XIAP displacement -6.4%, SV40 large T antigen 11%, Rac1 GTP hydrolysis 6%, AID2073 5%, RSV CPE inhibition 4.0%, HIV fusion peptide -0.8% and Dengue-2 NS5 capping 7%.
Cc1ccccc1OCCNC(=O)CSc1ccc(C(F)(F)F)cc1[N+](=O)[O-] was read as SIAH1 antagonists 5%, LYP inhibition -5%, XIAP displacement -4.6%, SV40 large T antigen 24%, Rac1 GTP hydrolysis 1%, AID2073 -3%, RSV CPE inhibition 2.5%, HIV fusion peptide -0.9% and Dengue-2 NS5 capping -1%.
`COc1ccc(OC)c(NC(=S)NCc2ccccc2OC)c1` gave SIAH1 antagonists -1%, LYP inhibition -8%, XIAP displacement 0.7%, SV40 large T antigen 11%, Rac1 GTP hydrolysis 5%, AID2073 -7%, RSV CPE inhibition 5.0%, HIV fusion peptide -0.5% and Dengue-2 NS5 capping 3%.
For Cc1ccccc1-c1nc(CS(=O)(=O)CC(=O)Nc2cc(F)ccc2F)c(C)o1 the results were SIAH1 antagonists 2%, LYP inhibition 3%, XIAP displacement -12%, SV40 large T antigen 2%, Rac1 GTP hydrolysis 3%, AID2073 8%, RSV CPE inhibition 3.1%, HIV fusion peptide 0.0% and Dengue-2 NS5 capping -3%.
Screening Cc1cccc(CCNC(=O)C2CCC(=O)N(Cc3ccccc3F)C2)n1 (stereo not drawn) returned SIAH1 antagonists 3%, LYP inhibition -11%, SV40 large T antigen 13%, Rac1 GTP hydrolysis 6%, AID2073 -1%, RSV CPE inhibition 0.8%, HIV fusion peptide 2.0% and Dengue-2 NS5 capping -7%.
Screening CCOc1ccc2nc(SCC(=O)N(CC(C)C)c3c(N)n(Cc4ccccc4)c(=O)[nH]c3=O)[nH]c2c1 returned SV40 large T antigen 18%, Rac1 GTP hydrolysis 7%, RSV CPE inhibition -1.6% and Dengue-2 NS5 capping -5%.
Screening Cc1ccc2nc(NCc3ccccc3)c(C=NCc3cccnc3)c(=O)n2c1 returned SIAH1 antagonists 4%, LYP inhibition -5%, SV40 large T antigen 4%, Rac1 GTP hydrolysis -2%, AID2073 -3%, RSV CPE inhibition 5.3%, HIV fusion peptide -0.3% and Dengue-2 NS5 capping 3%.
For C[C@H]1CCC[C@]2(O[C@H](CCO)C[C@@H](O)[C@@H]2O)O1 the results were SV40 large T antigen 6%, Rac1 GTP hydrolysis 2%, RSV CPE inhibition 1.8% and Dengue-2 NS5 capping -6%.
`Cc1ccc(C(=O)NCCN2CCOCC2)c(Cl)c1` gave SIAH1 antagonists 0%, LYP inhibition -10%, SV40 large T antigen 8%, Rac1 GTP hydrolysis 3%, AID2073 12%, RSV CPE inhibition 0.0%, HIV fusion peptide -0.7% and Dengue-2 NS5 capping 0%.
